# From PubChem
# NFkB binder – NF-kappa-B p105 (human) binding. actives 1.3% (n = 17,000). P19838. Small molecule microarray, anti-His fluorescence binding. AID 624139. calls only;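 active = spot fluorescence over background significantly raised, with a chance value under 7% in all four replicate spots of the compound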;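 note: probe protein is his-tagged human p50 processed subunit at 1 µg/ml; raw spot fluorescence signals with no normalization applied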
# Target sequence (P19838 1-433 limits assumed): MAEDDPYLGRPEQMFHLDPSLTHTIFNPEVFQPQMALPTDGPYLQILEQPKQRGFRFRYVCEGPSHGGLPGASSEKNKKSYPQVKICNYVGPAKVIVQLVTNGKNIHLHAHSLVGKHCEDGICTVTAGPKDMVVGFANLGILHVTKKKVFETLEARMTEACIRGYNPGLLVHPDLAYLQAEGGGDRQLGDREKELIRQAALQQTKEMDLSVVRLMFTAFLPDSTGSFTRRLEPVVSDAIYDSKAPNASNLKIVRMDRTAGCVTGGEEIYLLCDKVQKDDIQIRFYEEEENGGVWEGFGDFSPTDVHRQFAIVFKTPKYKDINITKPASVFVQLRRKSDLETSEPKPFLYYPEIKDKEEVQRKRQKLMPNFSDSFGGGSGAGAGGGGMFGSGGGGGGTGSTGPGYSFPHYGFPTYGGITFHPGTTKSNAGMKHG
# Calls only; i = inactive; + = active, no number. Not all compounds are listed, so the mix of outcomes need not match the whole.
SMILES,NFkB binder
C[C@@H]1CN([C@H](C)CO)C(=O)Cc2cc(NC(=O)c3ccncc3)ccc2O[C@@H]1CN(C)CC1CC1,i
C[C@@H]1CN([C@H](C)CO)C(=O)c2cc(NC(=O)CCC(F)(F)F)ccc2O[C@@H](C)CCCCO[C@H]1CN(C)C(=O)Nc1ccccc1,i
Cc1noc(C)c1S(=O)(=O)N(C)C[C@H]1Oc2c(NC(=O)c3nc4ccccc4s3)cccc2C(=O)N([C@H](C)CO)C[C@H]1C,i
CNC[C@@H]1Oc2ccc(NC(=O)Nc3ccc(F)cc3)cc2C(=O)N([C@H](C)CO)C[C@H]1C,i
COc1ccc(-c2cc(=O)c3c(OC)c(OC)c(OC)c(OC)c3o2)cc1OC,i
Cc1ccc(S(=O)(=O)Nc2ccc3c(c2)C(=O)N([C@@H](C)CO)C[C@@H](C)[C@H](CN(C)Cc2ccc(C(=O)O)cc2)OCCCC[C@@H](C)O3)cc1,i
CCc1ccc(OCC(=O)NC(=S)Nc2cccc3nsnc23)cc1,i
C[C@H]1CN([C@@H](C)CO)C(=O)c2cccc(NC(=O)NC3CCCCC3)c2O[C@H]1CN(C)C(=O)NC1CCCCC1,+
CC(C)n1cnc2c(Nc3cccc(Cl)c3)nc(NCCO)nc21,i
COCCOC(=O)N1C(=O)[C@@]2(c3cc(C#CCC(C(=O)OC)C(=O)OC)ccc31)[C@H](c1ccccc1OCCO)N1[C@H](c3ccccc3)[C@H](c3ccccc3)OC(=O)[C@H]1[C@@H]2C(=O)NC[C@H](O)c1ccccc1,i
C[C@H](CO)N1C[C@H](C)[C@@H](CN(C)Cc2ccc(C(=O)O)cc2)Oc2c(NC(=O)NC3CCCCC3)cccc2C1=O,i
CC(C)NC(=O)Nc1ccc2c(c1)C(=O)N([C@H](C)CO)C[C@H](C)[C@@H](CN(C)C(=O)CCCN(C)C)OCCCC[C@H](C)O2,i
CC(=O)O[C@@H]1CC[C@@]2(C)C(CC[C@@H](C)[C@]23Cc2c(O)cc4c(c2O3)CNC4=O)C1(C)C (stereo not given in full),i
C[C@H]1CN([C@@H](C)CO)C(=O)Cc2cc(NC(=O)Cc3ccccc3)ccc2O[C@H]1CN(C)S(=O)(=O)c1cn(C)cn1,i
C[C@H](CO)N1C[C@H](C)[C@@H](CN(C)S(=O)(=O)c2cn(C)cn2)Oc2ccc(NS(C)(=O)=O)cc2CC1=O,i
C[C@H]1CCCCO[C@H](CN(C)C(=O)C2CCCCC2)[C@@H](C)CN([C@@H](C)CO)C(=O)c2cc(NC(=O)Nc3ccccc3)ccc2O1,i
C=CCN1C(=O)[C@]2(O[C@H](CCn3cc([C@H](O)c4ccccc4)nn3)[C@@H]([Si](C)(C)c3ccc(OC)cc3)[C@@H]2C)c2cc(N3CCC3=O)ccc21,i
CNC[C@H]1Oc2c(NC(=O)c3nc4ccccc4s3)cccc2C(=O)N([C@@H](C)CO)C[C@H]1C,i
COc1ccc(C(=O)CCC(=O)Nc2cccnc2)cc1OC,i
C[C@@H]1CN([C@H](C)CO)C(=O)Cc2cc(NS(C)(=O)=O)ccc2O[C@@H]1CN(C)C(=O)Nc1ccccc1,i
COc1ccc(NC(=O)Nc2cccc3c2O[C@H](CN(C)CC2CCCCC2)[C@H](C)CN([C@H](C)CO)C3=O)cc1,i
C[C@H](CO)N1C[C@H](C)[C@H](CN(C)C)Oc2ccc(NC(=O)C3CC3)cc2CC1=O,i
Cc1nn(C(=O)Cn2cc([N+](=O)[O-])cn2)c(C)c1Br,i
Cc1ccc(OCC(=O)Oc2cccc(NC3=NS(=O)(=O)c4ccccc43)c2)cc1,i
Cc1cc(OCC(=O)Nc2ncn[nH]2)ccc1Cl,i

# Next part; the last 5 above are carried over.
SMILES,NFkB binder
COc1ccc(NC(=O)Nc2cccc3c2O[C@H](CN(C)CC2CCCCC2)[C@H](C)CN([C@H](C)CO)C3=O)cc1,i
C[C@H](CO)N1C[C@H](C)[C@H](CN(C)C)Oc2ccc(NC(=O)C3CC3)cc2CC1=O,i
Cc1nn(C(=O)Cn2cc([N+](=O)[O-])cn2)c(C)c1Br,i
Cc1ccc(OCC(=O)Oc2cccc(NC3=NS(=O)(=O)c4ccccc43)c2)cc1,i
Cc1cc(OCC(=O)Nc2ncn[nH]2)ccc1Cl,i
C[C@H](CO)N1C[C@H](C)[C@H](CN(C)Cc2ccc3c(c2)OCO3)Oc2ncc(-c3ccc(F)cc3)cc2C1=O,i
C[C@@H]1CCCCO[C@H](CN(C)C(=O)CCC(F)(F)F)[C@@H](C)CN([C@H](C)CO)C(=O)c2cc(NS(=O)(=O)c3ccccc3)ccc2O1,i
C=CCNC(=O)[C@H]1[C@@H]2C(=O)O[C@@H](c3ccccc3)[C@@H](c3ccccc3)N2[C@@H](c2ccccc2OCCO)[C@]12C(=O)N(C(=O)OCCOC)c1ccc(C#CCC(C(=O)OC)C(=O)OC)cc12,i
Cc1noc(C)c1S(=O)(=O)N(C)C[C@H]1Oc2c(NC(=O)c3cnccn3)cccc2C(=O)N([C@@H](C)CO)C[C@H]1C,i
COC(=O)[C@@H](O)[C@H]1[C@@]2(C)C[C@]3(O)C4[C@@H](O[C@]56CC(=O)O[C@@H](c7ccoc7)[C@@]5(C)CCC([C@]46O)[C@]13C)[C@H]2O (stereo not given in full),i
COc1ccc(S(=O)(=O)Nc2ccc3c(c2)CC(=O)N([C@H](C)CO)C[C@@H](C)[C@H](CN(C)CC2CC2)O3)cc1,i
C[C@@H]1CCCCO[C@H](CN(C)C(=O)C2CCCCC2)[C@@H](C)CN([C@@H](C)CO)C(=O)c2cc(NS(=O)(=O)c3ccccc3)ccc2O1,i
C[C@@H]1CN([C@@H](C)CO)C(=O)c2cc(NS(C)(=O)=O)ccc2O[C@H]1CN(C)Cc1ccccc1,i
CCOc1ccc(-n2cnnn2)cc1S(=O)(=O)NCc1ccccc1,i
CCc1nnc(NS(=O)(=O)c2ccc(N)cc2)s1,i
C[C@H]1CCCCO[C@@H](CN(C)Cc2ccncc2)[C@@H](C)CN([C@@H](C)CO)C(=O)c2cc(NC(=O)Nc3ccccc3)ccc2O1,i
O=[N+]([O-])c1ccc(NCCNc2nc3ccccc3nc2N2CCOCC2)cc1,i
Cc1noc(C)c1NC(=O)N(C)C[C@H]1Oc2ccc(NS(=O)(=O)c3cn(C)cn3)cc2C(=O)N([C@@H](C)CO)C[C@@H]1C,i
COc1ccc([N+](=O)[O-])cc1NC(=O)CCN1CCOCC1,i
O=C(CSc1nnnn1-c1cccc2ccccc12)c1ccc(O)c(O)c1,i
CCOC(=O)c1c(NC(=O)C(C)Oc2ccccc2)sc(C)c1C (stereo not given),i
Cc1ccc(S(=O)(=O)CC(CN2CCOCC2)N2CCOCC2)cc1 (stereo not given),i
O=S(=O)(N[C@@H]1CCCN(Cc2cccc(OCCO)c2)C1)c1ccc(-c2ccccc2)cc1,i
CC(C)NC(=O)N(C)C[C@@H]1Oc2ccc(NS(=O)(=O)c3cccs3)cc2CC(=O)N([C@H](C)CO)C[C@H]1C,i
C[C@@H]1CN([C@@H](C)CO)C(=O)c2cc(NC(=O)Nc3ccc4c(c3)OCO4)ccc2O[C@H]1CN(C)S(=O)(=O)c1cn(C)cn1,i
C[C@H]1CCCCO[C@H](CN(C)Cc2ccncc2)[C@@H](C)CN([C@@H](C)CO)C(=O)c2cc(NS(C)(=O)=O)ccc2O1,i
COc1ccc(S(=O)(=O)N(C)C[C@@H]2Oc3c(NS(=O)(=O)c4cccs4)cccc3C(=O)N([C@@H](C)CO)C[C@@H]2C)cc1,i
Cc1cc(C)n(C(=O)c2ccc(COc3c(F)c(F)cc(F)c3F)o2)n1,i
C[C@@H]1CCCCO[C@@H](CN(C)Cc2ccc(C(=O)O)cc2)[C@H](C)CN([C@H](C)CO)C(=O)c2cc(NC(=O)Nc3ccc(C(F)(F)F)cc3)ccc2O1,+
Cc1noc(C)c1NC(=O)N(C)C[C@H]1Oc2ccc(NS(=O)(=O)c3cn(C)cn3)cc2C(=O)N([C@@H](C)CO)C[C@H]1C,i

# An excerpt from above in order of SMILES length, low to high.
SMILES,NFkB binder
Cc1ccc(OCC(=O)Oc2cccc(NC3=NS(=O)(=O)c4ccccc43)c2)cc1,i
C[C@H](CO)N1C[C@H](C)[C@@H](CN(C)Cc2ccc(C(=O)O)cc2)Oc2c(NC(=O)NC3CCCCC3)cccc2C1=O,i
C[C@H]1CCCCO[C@H](CN(C)C(=O)C2CCCCC2)[C@@H](C)CN([C@@H](C)CO)C(=O)c2cc(NC(=O)Nc3ccccc3)ccc2O1,i
Cc1ccc(S(=O)(=O)Nc2ccc3c(c2)C(=O)N([C@@H](C)CO)C[C@@H](C)[C@H](CN(C)Cc2ccc(C(=O)O)cc2)OCCCC[C@@H](C)O3)cc1,i

# (cont.)
SMILES,NFkB binder
C[C@H](CO)N1C[C@H](C)[C@@H](CN(C)Cc2ccccc2)Oc2ccc(NS(=O)(=O)c3cn(C)cn3)cc2C1=O,i
COc1ccc(NC(=O)CSc2ncnc3sc4c(c23)CCC(C)C4)c([N+](=O)[O-])c1 (stereo not given),i
Cc1noc(C)c1NC(=O)Nc1ccc2c(c1)C(=O)N([C@H](C)CO)C[C@H](C)[C@H](CN(C)C)O2,i
O=C(CC1(O)C(=O)Nc2ccccc21)c1ccc(-n2cccc2)cc1 (stereo not given),i
COc1ccc(CN(C)C[C@H]2Oc3ccc(NC(=O)C4CC4)cc3C(=O)N([C@@H](C)CO)C[C@H]2C)cc1,i
C[C@@H]1CN([C@@H](C)CO)C(=O)c2cccc(NC(=O)C3CCOCC3)c2O[C@@H]1CN(C)Cc1ccc(Cl)c(Cl)c1,i
C[C@H]1CN([C@@H](C)CO)C(=O)c2cccc(NC(=O)c3ccc(-c4nccs4)cc3)c2O[C@H]1CN(C)CC1CC1,i
C[C@H]1CN([C@@H](C)CO)C(=O)Cc2cc(NC(=O)Nc3ccccc3)ccc2O[C@@H]1CN(C)C(=O)Nc1ccccc1,i
C[C@@H]1CN([C@H](C)CO)C(=O)c2cc(N(C)C)ccc2O[C@@H]1CN(C)C,i
Cn1c(=O)n(C)c2cc(CNCc3cccnc3)ccc21,i
CNC[C@H]1Oc2c(N)cccc2C(=O)N([C@H](C)CO)C[C@@H]1C,i
C[C@H](CO)N1C[C@H](C)[C@H](CN(C)C(=O)Nc2ccc3c(c2)OCO3)Oc2ccc(NS(C)(=O)=O)cc2CC1=O,i
COC(=O)N(C)C[C@H]1OCc2cn(nn2)CCCC(=O)N([C@@H](C)CO)C[C@@H]1C,i
Cc1noc(C)c1NC(=O)Nc1ccc2c(c1)C(=O)N([C@@H](C)CO)C[C@H](C)[C@H](CN(C)S(=O)(=O)c1cccs1)OCCCC[C@@H](C)O2,i
C[C@H](CO)N1C[C@H](C)[C@@H](CN(C)C(=O)Nc2ccccc2)Oc2ccc(NC(=O)NC3CCCCC3)cc2CC1=O,i
C[C@@H]1CN([C@@H](C)CO)C(=O)Cc2cc(NC(=O)CCN3CCOCC3)ccc2O[C@@H]1CN(C)CC1CC1,i
O=C(CCSc1nnnn1-c1ccccc1)N1CCOCC1,i
C[C@@H]1CN([C@H](C)CO)C(=O)Cc2cc(NC(=O)Nc3ccc4c(c3)OCO4)ccc2O[C@@H]1CN(C)C(=O)NC1CCCCC1,i
COc1cc(C(=O)Nc2ccc(S(=O)(=O)Nc3nccs3)cc2)cc(OC)c1OC,i
C[C@@H]1CN([C@H](C)CO)C(=O)Cc2cc(NC(=O)C3CC3)ccc2O[C@H]1CN(C)Cc1ccc2c(c1)OCO2,i
O=C(COc1ccc(Cl)cc1Cl)Nc1ccccc1CO,i
C[C@H](CO)N1C[C@H](C)[C@@H](CN(C)S(=O)(=O)c2ccc(Cl)cc2)OCCCC[C@H](C)Oc2ccc(NC(=O)Nc3cccc4ccccc34)cc2C1=O,i
C[C@H](CO)N1C[C@H](C)[C@@H](CN(C)C(=O)Nc2cccc3ccccc23)Oc2c(NC(=O)c3cnccn3)cccc2C1=O,i
COc1ccc(S(=O)(=O)N(C)C[C@@H]2Oc3c(NS(=O)(=O)c4cccs4)cccc3C(=O)N([C@H](C)CO)C[C@@H]2C)cc1,i
Cc1ccc(-c2nn(C)c(=O)c3ccccc23)cc1S(=O)(=O)N1CCN(CCO)CC1,i
# Other records
SMILES,NFkB binder
C[C@@H]1CN([C@H](C)CO)C(=O)Cc2cc(NC(=O)Nc3cccc4ccccc34)ccc2O[C@H]1CN(C)C(=O)NC1CCCCC1,i
C=C1CC[C@@H]2C(C)(C)C[C@@H](O)C[C@@]2(C)[C@@H]1CC/C(=C/C(=O)OC)COC(C)=O,i
C[C@H](CO)N1C[C@H](C)[C@H](CN(C)Cc2ccc(Oc3ccccc3)cc2)Oc2c(NC(=O)C3CCOCC3)cccc2C1=O,i
CC1(C)Cc2c(c(N3CCCC3)nc3sc4c(NCc5ccco5)ncnc4c23)CO1,i
COc1ccc(S(=O)(=O)Nc2ccc3c(c2)C(=O)N([C@H](C)CO)C[C@H](C)[C@@H](CN(C)S(=O)(=O)c2ccc(OC)cc2)OCCCC[C@@H](C)O3)cc1,i
C[C@@H]1CN([C@@H](C)CO)C(=O)Cc2cc(NC(=O)CCCN(C)C)ccc2O[C@H]1CN(C)C,i
Cc1c(-c2ccccc2)oc2c(C(=O)OCCN3CCCCC3)cccc2c1=O,i
C[C@@H]1CCCCO[C@H](CN(C)C(=O)CCCN(C)C)[C@@H](C)CN([C@@H](C)CO)C(=O)c2cc(N(C)C)ccc2O1,i
C[C@@H]1CN([C@H](C)CO)C(=O)c2cccc(NC(=O)C3CCOCC3)c2O[C@@H]1CN(C)S(=O)(=O)c1ccc(Cl)cc1,i
CCO[C@@H]1OC(C(=O)NCc2ccccc2)=C[C@H](C(C)(C)C)[C@H]1CCCO,i
O=C(OCC1=C[C@@H](O)[C@@H]2C=CO[C@@H](O[C@@H]3O[C@H](CO)[C@@H](O)[C@H](O)[C@H]3O)[C@H]12)c1ccc(O)cc1,i
Cc1ccc(NC(=O)CNS(=O)(=O)c2ccccc2)c(C)c1,i
COc1cccc(C=NC=Nc2cccc(OC)c2)c1,i
CO[C@H]1O[C@H](CO)[C@@H](OC(=O)Nc2ccccc2)[C@H](OC(=O)Nc2ccc3c(c2)OCO3)[C@@H]1OC(=O)Nc1ccc2c(c1)OCO2,i
